S1P3 antagonist – S1P3 receptor antagonists, primary screen, cell-based | Sphingosine 1-phosphate receptor 3 (Homo sapiens), Q99500 | CHO S1P3 NFAT-BLA reporter, FRET fluorescence, antagonist mode | inhibition, % at 4.98 µM | 0.27% of 170,000 active;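 active = inhibition above the plate cutoff, the mean inhibition of test wells on that plate plus 3 SD, cut at about 28% in these data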;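 also: cells challenged with S1P at its EC80 of 0.8 µM; blue over green emission ratio from cleaved BLA substrate after 4 h stimulation; 0% = S1P-stimulated wells and 100% = unstimulated DMSO-only wells; some compounds past the cut are filed as inactive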
Target sequence (Q99500 whole entry, looked up): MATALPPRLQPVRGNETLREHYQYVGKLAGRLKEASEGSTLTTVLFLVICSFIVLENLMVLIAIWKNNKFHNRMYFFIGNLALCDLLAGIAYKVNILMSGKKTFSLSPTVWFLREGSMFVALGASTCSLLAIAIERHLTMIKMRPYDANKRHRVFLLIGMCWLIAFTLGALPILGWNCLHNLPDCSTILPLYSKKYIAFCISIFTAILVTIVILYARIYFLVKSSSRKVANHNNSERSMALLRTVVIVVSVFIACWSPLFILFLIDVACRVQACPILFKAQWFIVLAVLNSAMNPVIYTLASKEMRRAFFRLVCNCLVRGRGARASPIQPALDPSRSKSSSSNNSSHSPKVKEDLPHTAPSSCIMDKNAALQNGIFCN
An asterisk follows results filed as active. This is a subset; rates above refer to the full screens.

SMILES | S1P3 antagonist
Cc1cccc2c(N=O)c(O)[nH]c12 | 1
Cc1onc(-c2c(Cl)cccc2Cl)c1C(=O)ONC(=O)c1ccccc1 | -7
CCOP(=O)(/C(C#N)=C(/O)c1ccccc1)c1ccccc1 (stereo not given) | -4
O=S(=O)(c1cnc[nH]1)N1CCN(c2ccc(F)cc2)CC1 | 4
CCN(CC)S(=O)(=O)c1ccc(N2CCOCC2)c(NC(=O)CCOc2ccccc2)c1 | 2
COc1ccc(-c2nn(CCC(=O)O)cc2/C=N/NC(N)=S)cc1 | -8
CN1Cc2c(N3CCOCC3)nc3sc(C#N)c(N)c3c2CC1(C)C | 1
Cc1ccc(-c2nnc(Nc3ccc(C(=O)N(C)C)cc3)c3ccccc23)cc1S(=O)(=O)NC(C)(C)CO | -5
Cc1onc(-c2ccccc2)c1C(=O)N1CCCN2C(=O)c3ccccc3C21 (stereo not given) | -2
O=C(CSCC(=O)Nc1cccc2ccccc12)Nc1cccc2ccccc12 | -6
CCCC(=O)c1ccc(O)cc1O | 4
Cc1cc(/C=C2\SC(=O)NC2=O)c(C)n1-c1ccc(N2CCOCC2)cc1 | 1

Rewritten with values ahead of the structure: part of the list above
S1P3 antagonist | Compound
-7 | Cc1onc(-c2c(Cl)cccc2Cl)c1C(=O)ONC(=O)c1ccccc1
-4 | CCOP(=O)(/C(C#N)=C(/O)c1ccccc1)c1ccccc1 (stereo not given)
4 | O=S(=O)(c1cnc[nH]1)N1CCN(c2ccc(F)cc2)CC1
2 | CCN(CC)S(=O)(=O)c1ccc(N2CCOCC2)c(NC(=O)CCOc2ccccc2)c1
-8 | COc1ccc(-c2nn(CCC(=O)O)cc2/C=N/NC(N)=S)cc1

Other results:
SMILES | S1P3 antagonist
Cc1nn(-c2ccccc2)nc1CNC(=O)C1CCC1 | -5
CC(C)(C)/C(O)=C/c1nc2cc(Cl)ccc2oc1=O | 6
O=C(NCc1ccc(S(=O)(=O)Nc2ccccc2Cl)s1)c1ccccc1 | -4
CCCN1C(=O)c2[nH]nc(-c3cc(Cl)c(C)cc3O)c2C1c1ccc(O)c(OC)c1 (stereo not given) | 1
OCCNC(=S)Nc1cc(Cl)cc(Cl)c1 | -19
CCCCCc1ccc(OCCC[n+]2ccccc2)c(CCCCC)c1 | -17
CCOC(=O)C1=C(C)NC2=C(C(=O)c3ccccc32)C1c1ccc([N+](=O)[O-])o1 (stereo not given) | -2
CCOc1ccc(NC(=O)CSc2ncc(-c3ccc(F)cc3)n2Cc2ccco2)cc1 | 12
CC1(C)OC(=O)C(=CNc2ccccn2)C(=O)O1 | 2
CCOc1cc(Br)c(CC(=O)O)cc1OCC | 4
Cc1cc2cc(CNC(=O)Cc3cccs3)ccc2n1C | -16
NNc1ccc(S(=O)(=O)N2CCCCC2)cn1 | 5
Cc1onc(-c2c(Cl)cccc2Cl)c1C(=O)N1CCSCC1 | -1
NS(=O)(=O)c1ccc(NC(=O)COC(=O)c2cn(-c3ccccc3)nc2-c2ccccc2)cc1 | 13
CCCn1nnc(NC(=S)NC(=O)/C=C/c2ccco2)n1 | -13
NS(=O)(=O)c1ccc(F)c(C(=O)O)c1 | -11
COC(=O)c1sc(N2CCCCC2)c(C#N)c1N | -2
O=C(O)CSc1c2c(nc3cc(C(=O)NCCN4CCOCC4)ccc13)CCC2 | -7
CCCn1cc(SCC(N)=O)c2ccccc21 | 2
CC(=O)c1sc(NC(=O)COc2ccc(Cl)cc2C)nc1C | -9
Cc1ccc2nc(SCC(=O)Nc3cccc(S(=O)(=O)NC4=NCCCCC4)c3)[nH]c2c1 | 6
CCN1CCN(c2cc(C)c3cc(NC(=O)c4cccc(OC)c4)ccc3n2)CC1 | -3
O=C(Nc1ccc(F)cc1F)c1c(C(F)(F)F)ccnc1Oc1ccccc1 | 24
CN(C)S(=O)(=O)c1ccc(NC(=O)c2ccc3ncsc3c2)cc1 | 4
COC(=O)c1c(-c2ccccc2)c[nH]c1C | -4
O=C1OCCN/C1=C\C(=O)c1ccc(Cl)cc1 | -11
COC(=O)/C(=N/Nc1ccccc1OC)N1CCCc2ccccc21 | -10
Cc1cc(C(=O)NNC(=O)c2cccc(Cl)c2)no1 | -4
C[C@H](NC(=O)c1ccco1)C(=O)NCCc1ccc(S(N)(=O)=O)cc1 | -4
CS(=O)(=O)N(CC(=O)Nc1ccccc1C(=O)N1CCOCC1)c1ccc(Cl)cc1 | 1
CCOc1cc(/C=C2\SC(=S)N(C(C(=O)O)c3ccccc3)C2=O)ccc1O (stereo not given) | -5
O=C(O)c1cc2nccc(-c3ccco3)n2n1 | -10
CC1=[N+]([O-])C(C)(C)N(O)C1(C)C | -8
CCOC(=O)c1c(C)c(C(=O)OCC)n(C)c1C | -6
O=c1ccnc2n1COCS2 | -5
Cc1ccsc1/C=N/NC(=O)Cc1ccc(Cl)cc1 | 24
CC1(C)Cc2nc(-c3ccccc3)nc(SCC(O)CO)c2CO1 (stereo not given) | -4
CCCCN(C(=O)Cn1ncc(Cl)c(Cl)c1=O)c1c(N)n(CC(C)C)c(=O)[nH]c1=O | -13
C/C(=N\NC(=O)c1ccc2c(c1)OCO2)c1ccc(O)cc1 | -10
CCN1C(=O)/C(=C2\SC(=S)N(NC(=O)c3ccccc3O)C2=O)c2ccccc21 | -12
CCN(C(=O)CSc1n[nH]c(-c2cccs2)n1)C1CCS(=O)(=O)C1 (stereo not given) | -16
CCn1c(C)nc2cc(C(=O)NNC(=S)Nc3ccc(C)cc3)ccc21 | 4
N#C/C(=C(O)\C=C\c1ccccc1)c1nc2ccccc2[nH]1 | 17
Cc1c(Cl)cccc1NC(=O)CC1Sc2ccccc2NC1=O (stereo not given) | -2
Cc1nn(-c2ccccc2)c(-c2ccccc2[N+](=O)[O-])c1C(=O)O | -6
CCn1nc(C)c(Br)c1-c1nc(-c2cccc(C)c2)no1 | -1
O=C(Nc1cc(S(=O)(=O)N2CCOCC2)ccc1N1CCOCC1)c1ccc(Cl)nc1 | 2
O=C(c1cccc([N+](=O)[O-])c1)c1ccc2c(c1)OCCOCCOCCO2 | 5
O=c1c2oc3nc4c(cc3c2ncn1CCCc1ccccc1)CCCC4 | 5
COc1ccccc1OCCNC(=O)Nc1cc(F)c(F)cc1Cl | -3
Cc1ccc(/C=C/C(=O)O)cc1S(=O)(=O)N1CCCCC1 | 17
CCOC(=O)c1ccc(NC(=O)COc2cc3oc(=O)c(CC(C)O)c(C)c3cc2Cl)cc1 (stereo not given) | 2
S=c1[nH]nc(-c2ccc(Br)cc2)n1-c1ccc2c(c1)OCCO2 | 8
CCOC(=O)N1CCC(NC(=O)CSc2cc(=O)n(C)c3ccc(Cl)cc23)CC1 | 14
NC(=O)N/N=C/c1c(Sc2nnnn2-c2ccccc2)nc2ccccn2c1=O | 1
CNC(=O)C(=O)N/N=C/c1cccnc1 | 8
O=S(=O)(Nc1ccccn1)c1ccc(C(F)(F)F)cc1Cl | 13
O=C1/C(=C/c2ccc(O)cc2)SC(=S)N1CC1CCCO1 (stereo not given) | -13
Cc1n[nH]c(=O)c2ccccc12 | -11
CCOC(=O)C1(Cc2ccc(OC)cc2)CCN(C(=O)C2CC(=O)N(C3CC3)C2)CC1 (stereo not given) | -25

Single values from the results shown:
CCOC(=O)c1ccc(NC(=O)COc2cc3oc(=O)c(CC(C)O)c(C)c3cc2Cl)cc1 (stereo not given) @ S1P3 antagonist = 2
O=S(=O)(Nc1ccccn1)c1ccc(C(F)(F)F)cc1Cl @ S1P3 antagonist = 13
NC(=O)N/N=C/c1c(Sc2nnnn2-c2ccccc2)nc2ccccn2c1=O @ S1P3 antagonist = 1

Additional entries:
SMILES | S1P3 antagonist
O=c1cc(-c2cccnc2)oc2c1ccc1ccccc12 | 0
Cc1cccc(C)c1NC(=S)N1CCOCC1 | 3
S=c1[nH]nc(-c2ccc(Cl)cc2)n1/N=C/c1ccco1 | 1
O=C(CNc1n[nH]c(=O)[nH]c1=O)N/N=C/C1CC=CCC1 (stereo not given) | -10
CCNS(=O)(=O)c1ccc(NC(=O)Nc2cc(C)ccc2OC)cc1 | 6
Cn1c(=O)c2c(O)c(C=Nc3ccc(F)cc3)c(=O)n(C)c2n(C)c1=O | -9
CCOC(=O)CNC(=O)c1sc(NC(=O)/C=C/c2ccccc2)nc1C | 7
CCOC(=O)/C(=N\Nc1ccccc1Cl)N1CC(C)OC(C)C1 (stereo not given) | -4
Cc1cc(C)nc(SCc2cn3c(C)cc(C)nc3n2)n1 | 6
c1cc(-n2nnc3cnccc32)ccn1 | -4
Nc1nc(Nc2ccccc2F)nc(N2CCOCC2)c1[N+](=O)[O-] | -19
CN(Cc1ccccc1)c1c([N+](=O)[O-])c(=O)n(C)c2ccccc12 | 8
COc1ccc(CCN(C)CC(=O)Nc2cc(C)nc3ccccc23)cc1OC | 0
O=C(CN(Cc1ccccc1)S(=O)(=O)c1ccc(Br)cc1)N/N=C/c1ccccc1C(=O)O | -4
Cc1cc2nc(CO)[nH]c2cc1C | -4
O=C(N/N=C/c1cccc(Cl)c1)C(c1ccncc1)N1CCOCC1 (stereo not given) | 8
CCOC(=O)[C@@H]1CCN(Cc2ccccc2)C[C@H]1c1ccccc1 | 6
C/C(Cc1ccccc1)=N\NC(=O)CNC(=O)COc1cccc(C)c1 | -4
N/C(=N\c1nc(CSc2ccccn2)cc(=O)[nH]1)Nc1ccc(Cl)cc1Cl | -4
C=CCN(CC=C)C(=O)Nc1cc(OC)ccc1OC | -3
COc1ccccc1/C=N/NC(=O)CNC(=O)c1ccccc1 | -5
CCOc1c(Nc2ccccc2O)c(=O)c1=O | 3
CC(C)C(NC(=O)c1ccc(F)cc1)C(=O)NCC1CCCO1 (stereo not given) | -14
Cc1nc2c(=O)n(-c3cccc(C(F)(F)F)c3)nc(C)c2s1 | 13

The final 5 records of the section above open the next one:
SMILES | S1P3 antagonist
C=CCN(CC=C)C(=O)Nc1cc(OC)ccc1OC | -3
COc1ccccc1/C=N/NC(=O)CNC(=O)c1ccccc1 | -5
CCOc1c(Nc2ccccc2O)c(=O)c1=O | 3
CC(C)C(NC(=O)c1ccc(F)cc1)C(=O)NCC1CCCO1 (stereo not given) | -14
Cc1nc2c(=O)n(-c3cccc(C(F)(F)F)c3)nc(C)c2s1 | 13
CCCn1ncc(/C=N/O)c1C | 20
COCCNS(=O)(=O)c1ccc2c(c1)C(=NO)c1cc(S(=O)(=O)NCCOC)ccc1-2 | -7
Cc1cc(/C=N/NC(=O)c2ccncc2)c(C)n1-c1cccc(C(F)(F)F)c1 | 15
Oc1ccc(-c2nnc(Nc3ccccc3)c3ccccc23)cc1 | 9
N#Cc1c(-c2cccnc2)c2c([nH]c1=O)-c1ccccc1OC2 | -3
CN(C)C(=O)C12CCC(C)(C(=O)C1Br)C2(C)C (stereo not given) | -1
Oc1cccc(NC(=S)N=Nc2c(O)[nH]c3ccc(Br)cc23)c1 | -14
O=C(CNC(=O)c1ccc(Cl)cc1)N/N=C/c1cccnc1 | 0
O=S(=O)(c1cccs1)N1CCN(c2ccc(O)cc2)CC1 | -6
CC(C)Oc1cccc(C(=O)NC(=S)Nc2ccc(N3CCN(C)CC3)cc2)c1 | -1
Cc1onc(-c2ccccc2)c1-c1ccnn1C(=O)NC(C)C | -5
O=C(Nc1cc(S(=O)(=O)N2CCOCC2)ccc1-n1cncn1)c1ccc(Cl)cc1 | -8
COc1cc(C(=O)Nc2nc3ccccc3[nH]2)ccc1OC(F)F | 9
N#C/C(=C\c1ccc(-c2ccccc2[N+](=O)[O-])o1)C(N)=O | -1
Cn1c2ccc(F)cc2c2ncn(CC3CCCO3)c(=O)c21 (stereo not given) | 6
COC(=O)c1ccc(NC(=S)NN2CCCCC2c2cccnc2)cc1 (stereo not given) | 2
CC1(C)CC(=O)c2cnc(NC(=O)CSC(=S)N3CCCCC3)nc2C1 | -8
O=C(O)c1ccc(N/N=C/c2ccc(-c3ccc(Cl)cc3Cl)o2)cc1 | 2
OC(C#CCCN1CCCCC1)(c1ccccc1)C1CCCCC1 (stereo not given) | 2
O=C(CSc1ccc2nnc(-c3ccc(F)cc3)n2n1)N1CCCCC1 | -16
O=S1(=O)CCC(NC(=S)Nc2ccc3ccccc3c2)C1 (stereo not given) | 2
NC(=O)c1ccsc1NC(=O)COC(=O)CCOc1ccccc1 | -14
CCOc1ncccc1C(=O)Nc1ccccc1F | -5
NS(=O)(=O)c1ccc(NC(=O)COC(=O)COc2ccc(Br)cc2)cc1 | 12

Rewritten as a markdown table: part of the list above
| SMILES | S1P3 antagonist |
| --- | --- |
| COC(=O)c1ccc(NC(=S)NN2CCCCC2c2cccnc2)cc1 (stereo not given) | 2 |
| CC1(C)CC(=O)c2cnc(NC(=O)CSC(=S)N3CCCCC3)nc2C1 | -8 |

(list continues)
SMILES | S1P3 antagonist
CCc1cc(-c2nc(N)ncc2-c2ccc(Br)cc2)c(O)cc1OC | -10
COc1ccc2nccc(/C=C/c3ccnc4ccc(OC)cc34)c2c1 | 4
CC(C)(C)C(=O)O/N=C(\N)Cc1ccc(-c2csnn2)cc1 | -9
O=C(NCc1ccco1)/C(=C\C=C\c1ccccc1)NC(=O)c1ccco1 | -2
COc1ccc(N2CCN(CC(=O)c3c[nH]c4ccccc34)CC2)cc1 | -8
COc1ccc(-c2nc3n(c2C)Cc2ccccc2-3)cc1 | -11
CCCCN(Cc1cc2cccc(C)c2[nH]c1=O)S(C)(=O)=O | -10
O=C(Nc1nnc(CC2=CCCCC2)s1)Nc1ccccc1F | -13
Nc1cc(S(=O)(=O)c2ccc(O)c(N)c2)ccc1O | 5
CC(CCc1ccccc1)N(C)CC(O)c1cccc([N+](=O)[O-])c1 (stereo not given) | 5
O=S(=O)(Nc1ccc(N2CCCCC2)cc1)c1ccc(F)cc1 | 9
Cc1ccc(NC(=O)[C@@H]2CCCN2S(=O)(=O)c2ccccc2F)cc1 | -4
Cc1ccc(CN(C)C(=O)c2ccc3c(c2)NC(=O)CS3)o1 | -8
CCn1c(Cl)c(C=O)s/c1=N\S(=O)(=O)c1ccccc1 | 18
CC1Cc2cc(/C=C3/SC(=S)N(C)C3=O)ccc2O1 (stereo not given) | -7
Cc1onc(-c2c(Cl)cccc2Cl)c1C(=O)N=S(C)(=O)c1ccccc1 (stereo not given) | -3
Cc1onc(-c2c(F)cccc2Cl)c1C(=O)c1ccccc1O | -7
Cc1nccc2[nH]c(=O)c(C(=O)NC3CCN(Cc4ccccc4)CC3)cc12 | 10
Cc1cc(/C=N/n2cnnc2)c(C)n1-c1ccc2ncccc2c1 | -8
